All columns: NCI-60 one-dose screen, growth in % after 48 h at 10 µM unless noted; 100 = growth as untreated, 0 = no growth, -100 = all killed.
NCI-H460: NCI-H460 lung cancer | actives 6.8% (n = 82,000) | AID 1794736
NCI-H226: NCI-H226 lung cancer; actives 3.5% (n = 79,000)
NCI-H23: NCI-H23 lung cancer; actives 4% (n = 80,000); AID 1794731
IGROV1: IGROV1 ovarian cancer | actives 4.7% (n = 79,000) | AID 1794786
SK-OV-3: SK-OV-3 ovarian cancer cells. actives 3.2% (n = 80,000). AID 1794785
NCI-H522: NCI-H522 lung cancer; actives 8% (n = 78,000); AID 1794739
NCI/ADR-RES: NCI/ADR-RES ovarian cells | actives 4.4% (n = 81,000)
NCI-H322M: NCI-H322M lung cancer. actives 2.7% (n = 80,000). AID 1794733
COLO 205: COLO 205 colon cancer; actives 7.3% (n = 79,000)
An asterisk follows results filed as active; / = no result given; & = joins results of further samples. The calls were made as follows: active = growth percent below 10; inactive = the rest.

SMILES	NCI-H460	NCI-H226	NCI-H23	IGROV1	SK-OV-3	NCI-H522	NCI/ADR-RES	NCI-H322M	COLO 205
COc1ccc(-c2c(C#N)c(-c3ccc(Cl)cc3)nc3c2c(-c2ccccc2)nn3-c2ccccc2)cc1	110	106	99	109	98	85	101	99	107
CCN(CC)C(=O)C1CCN(C)CC1	108	94	97	94	104	84	91	102	105
Nc1nc(-c2ccc(Br)cc2)nn1-c1nc2ccccc2s1	102	/	96	86	/	92	100	97	107
NC(=O)c1cc(Cl)nc2nc(Cl)nc(N)c12	105	100	107	50	105	79	108	100	104
Cc1ccc(-c2nc(N3CCN(C(=O)Nc4ccc(Cl)c(C(F)(F)F)c4)CC3)c3ccccc3n2)cc1	81	79	78	78	82	70	69	64	90
O=C1NC(=O)C(=Cc2cn(Cc3cn(Cc4cccc5ccccc45)nn3)c3ccccc23)C(=O)N1	37	/	73	86	67	93	84	90	118
CC1=C2CCCCC2CCC1=O (centres undefined)	109	119	101	107	100	96	104	103	103
O=C(Nc1ccc(-n2cc(-c3ccncc3)c(-c3ccc(Cl)c(O)c3)n2)cc1)Nc1cccc(Cl)c1Cl	97	100	100	89	94	/	101	101	105
Cn1c(=O)[nH]c(=O)c2nc(CCC(=O)NCCCC(=O)O)c(=O)[nH]c21	105	84	105	102	98	97	108	98	110
O=C(O)CCn1c2ccccc2c2ccccc21	107	111	109	123	105	/	111	124	114
O=C1Nc2ccc(F)cc2/C1=C/c1cccc(OCc2ccccn2)c1	36	50	58	42	70	-14*	8.0*	77	99
Cc1csc(/N=C/c2ccc([N+](=O)[O-])o2)n1	104	91	103	102	108	106	102	117	112
COc1ccc(NC(=O)Nc2ccc(OCCCCCC(=O)Nc3ccccc3O)cc2)cc1	109	94	95	93	99	84	94	95	106
Cc1nc(/N=C(\N)NC(=O)Nc2cccc([N+](=O)[O-])c2)sc1C	90	91	82	76	101	49	46	94	91
O=C(O)CCCCCNC(=O)c1nc(-c2ccccc2)n(-c2ccc([N+](=O)[O-])cc2)n1	104	/	104	109	98	101	106	112	117
c1ccc2c(c1)C[C@@H](c1c[nH]c3ccccc13)c1[nH]c3ccccc3c1[C@H]2c1c[nH]c2ccccc12	63	87	69	56	85	59	74	65	80
CC(=O)Nc1ccc(SC(Sc2ccc(NC(C)=O)cc2)c2ccccc2)cc1	104	93	111	119	100	106	104	94	106
O=C1NCC(=O)N2[C@@H](c3ccccc3)SC[C@@H]12	108	113	101	110	111	97	111	111	121
S=c1[nH]c(=S)c2c(-c3ccccc3)c(-c3ccccc3)oc2[nH]1	108	93	98	100	103	97	103	118	120
COC(=O)/C=C/c1ccc(OC)cc1	107	97	93	96	93	92	98	101	112
O=c1[nH]cc(C(F)(F)F)c(=O)[nH]1	104	93	89	94	104	95	93	106	85
CC(C)(C)[N+](Cc1ccccc1)(Cc1ccccc1)Cc1ccccc1	105	102	94	97	103	92	/	107	114
C#Cc1cccc(Nc2ncnc3ccc(-c4cnc(N)nc4)cc23)c1	38	53	50	-26*	-2.3*	11	50	-7.6*	53
CC(C)OC(=O)Nc1cccc(F)c1	105	98	92	103	103	97	98	96	106
Clc1ccc(-c2nn(-c3ccccc3)cc2-c2nc3ccccc3o2)cc1	100	93	99	101	110	101	104	116	128

Ordered by SMILES length (highest first): 21 of the compounds above.
SMILES	NCI-H460	NCI-H226	NCI-H23	IGROV1	SK-OV-3	NCI-H522	NCI/ADR-RES	NCI-H322M	COLO 205
c1ccc2c(c1)C[C@@H](c1c[nH]c3ccccc13)c1[nH]c3ccccc3c1[C@H]2c1c[nH]c2ccccc12	63	87	69	56	85	59	74	65	80
O=C(Nc1ccc(-n2cc(-c3ccncc3)c(-c3ccc(Cl)c(O)c3)n2)cc1)Nc1cccc(Cl)c1Cl	97	100	100	89	94	/	101	101	105
Cc1ccc(-c2nc(N3CCN(C(=O)Nc4ccc(Cl)c(C(F)(F)F)c4)CC3)c3ccccc3n2)cc1	81	79	78	78	82	70	69	64	90
O=C1NC(=O)C(=Cc2cn(Cc3cn(Cc4cccc5ccccc45)nn3)c3ccccc23)C(=O)N1	37	/	73	86	67	93	84	90	118
O=C(O)CCCCCNC(=O)c1nc(-c2ccccc2)n(-c2ccc([N+](=O)[O-])cc2)n1	104	/	104	109	98	101	106	112	117
Cn1c(=O)[nH]c(=O)c2nc(CCC(=O)NCCCC(=O)O)c(=O)[nH]c21	105	84	105	102	98	97	108	98	110
COc1ccc(NC(=O)Nc2ccc(OCCCCCC(=O)Nc3ccccc3O)cc2)cc1	109	94	95	93	99	84	94	95	106
Cc1nc(/N=C(\N)NC(=O)Nc2cccc([N+](=O)[O-])c2)sc1C	90	91	82	76	101	49	46	94	91
S=c1[nH]c(=S)c2c(-c3ccccc3)c(-c3ccccc3)oc2[nH]1	108	93	98	100	103	97	103	118	120
Clc1ccc(-c2nn(-c3ccccc3)cc2-c2nc3ccccc3o2)cc1	100	93	99	101	110	101	104	116	128
CC(C)(C)[N+](Cc1ccccc1)(Cc1ccccc1)Cc1ccccc1	105	102	94	97	103	92	/	107	114
O=C1Nc2ccc(F)cc2/C1=C/c1cccc(OCc2ccccn2)c1	36	50	58	42	70	-14*	8.0*	77	99
O=C1NCC(=O)N2[C@@H](c3ccccc3)SC[C@@H]12	108	113	101	110	111	97	111	111	121
Nc1nc(-c2ccc(Br)cc2)nn1-c1nc2ccccc2s1	102	/	96	86	/	92	100	97	107
Cc1csc(/N=C/c2ccc([N+](=O)[O-])o2)n1	104	91	103	102	108	106	102	117	112
NC(=O)c1cc(Cl)nc2nc(Cl)nc(N)c12	105	100	107	50	105	79	108	100	104
O=c1[nH]cc(C(F)(F)F)c(=O)[nH]1	104	93	89	94	104	95	93	106	85
O=C(O)CCn1c2ccccc2c2ccccc21	107	111	109	123	105	/	111	124	114
COC(=O)/C=C/c1ccc(OC)cc1	107	97	93	96	93	92	98	101	112
CCN(CC)C(=O)C1CCN(C)CC1	108	94	97	94	104	84	91	102	105
CC1=C2CCCCC2CCC1=O (centres undefined)	109	119	101	107	100	96	104	103	103

The listing continues.
SMILES	NCI-H460	NCI-H226	NCI-H23	IGROV1	SK-OV-3	NCI-H522	NCI/ADR-RES	NCI-H322M	COLO 205
COc1ccc(N2C(=O)c3cc(OC)c(OC)cc3NC2SCc2ccccc2)cc1 (centres undefined)	122	102	107	102	112	95	100	104	109
CSc1nnc(-c2cc(-c3ccccc3)nc3ccccc23)n1-c1ccccc1	98	102	102	73	111	86	94	92	109
O=C(c1nc2ccccc2[nH]1)C1C(c2ccco2)C2CC3CCCCC3N2[C@@]12C(=O)Nc1cc(Cl)ccc12 (some centres undefined)	60	/	74	57	/	80	69	82	65
CCN(CC)c1ncnc2c1nnn2C	117	91	94	93	98	93	96	106	124
CCC(=O)OC(C)COc1ccc(C(C)(C)C)cc1 (centres undefined)	112	98	101	126	119	129	105	90	113
COc1ccc(-c2[nH]c3ccccc3c2/C=C(\C#N)S(=O)(=O)c2ccccc2)cc1	4.0*	65	17	33	29	27	0.1*	62	-39*
CCOC(=O)CCC(NC(=O)CCCCSc1ncnc2nc[nH]c12)C(=O)OCC (centres undefined)	103	90	99	93	88	/	103	89	102
[O-][N+](=C(c1ccccc1)c1ccccc1)c1ccccc1	102&110	108&93	99&96	98&106	89&101	94&89	99&101	106&108	98&108
O=C(COc1ccc(NC(=O)Nc2ccc(Cl)cc2)cc1)N/N=C/c1ccc(O)cc1	102	97	100	106	96	96	103	100	111
C#C[C@]1(O)CC[C@H]2[C@@H]3CC=C4c5nc(Nc6ccccc6[N+](=O)[O-])sc5CC[C@]4(C)[C@H]3CC[C@@]21C	56	81	86	67	/	73	76	73	87
CCOc1ccc2nc(N(Cc3ccc(C(C)C)cc3)C(C)=O)sc2c1	106	83	102	89	102	94	92	86	107
COCCOCn1c(N(C)C)c(C#N)c2c(N)ncnc21	102	76	98	95	114	83	96	91	120
C#C[C@@]1(O)[C@@H](CO)O[C@@H](n2cc(I)c3c(N)ncnc32)[C@@H]1O	-25*	52	-14*	-35*	-28*	-50*	-4.5*	20	-50*
N=C(N)c1ccc(-c2ccc(Cl)cc2)cn1	100	94	102	97	/	100	101	97	110
COc1cc(/C=N/NC(=O)c2ccc(C)nc2)cc(OC)c1OC	103	85	102	107	112	92	102	91	108
Oc1ccccc1/C=N/c1[nH]c(=S)nc2oc(-c3ccccc3)c(-c3ccccc3)c12	101	95	91	89	104	88	97	93	129
CC(C)(Cl)C1CCC(CC(Cl)(Cl)Cl)CC1 (centres undefined)	104	95	98	109	86	109	102	106	102
Cc1cc(C)cc(Oc2ccc(Nc3ncnc4onc(-c5ccccc5)c34)cc2)c1	99	/	96	102	/	79	101	107	105
COc1ccc(C2=C(c3ccccc3)C(c3ccccc3)=C(c3ccc(OC)cc3)C2=O)cc1	62	77	80	80	102	78	87	83	112
O=C(CC(O)c1ccncc1)c1ccccc1 (centres undefined)	102	9.0*	-19*	18	42	-37*	65	-8.5*	-55*
COc1ccc(/C=C/C(=O)c2cccc(OCCCCOc3cccc(C(=O)/C=C/c4ccc(OC)cc4)c3)c2)cc1	100	79	93	94	112	91	99	96	109
CC(=O)OCC1OC(n2ccc(=S)[nH]c2=O)C(OC(C)=O)C1OC(C)=O (centres undefined)	102	105	99	98	117	106	98	101	104
O=C1/C(=C/c2cc3cc4c(cc3nc2Cl)OCO4)SC(=S)N1CCc1ccc(O)cc1	102	96	100	98	110	83	102	106	118
COc1cc(-c2nc(-c3ccccc3)[nH]c2-c2ccnc(NCCCNS(=O)(=O)c3ccc(Cl)cc3)n2)ccc1F	70	61	84	79	118	69	54	78	71
N#CC1=C(N)Oc2c(ccc3ccccc23)C1c1cccs1 (centres undefined)	0.3*	41	18	60	5.5*	-0.3*	15	39	-55*

(more compounds)
SMILES	NCI-H460	NCI-H226	NCI-H23	IGROV1	SK-OV-3	NCI-H522	NCI/ADR-RES	NCI-H322M	COLO 205
NCCNc1nc2ccccc2c2c(=O)c3cc(F)cc(F)c3sc12	105	103	104	98	105	95	103	99	106
Cc1nc2c(C)c(C(=O)Nc3cccc(C(F)(F)F)c3)sc2c(=O)[nH]1	103	102	90	96	96	74	83	91	105
COc1ccc(/C=N\NC(=O)c2ccncc2)cc1	106	95	96	99	94	81	100	92	109
CC(C)(C)C(=O)/C=C/c1cccc(F)c1	104	98	104	109	113	95	108	108	115
CC(C)(C)OC(=O)/C=C/c1cccc2c1C(=O)NC(C)(c1cc3cc4ccccc4cc3oc1=O)N2 (centres undefined)	83	74	/	68	76	78	79	93	108
O=C(O)c1cn(C2CC2)c2cc(N3CCN(C(=O)CSc4nnc(-c5ccc(Cl)cc5)n4-c4ccccc4)CC3)c(F)cc2c1=O	104	99	96	107	80	73	104	110	109
CCCCCCCCCCCCCCCCCCNc1c(Cl)c(N=NC(N)=S)c2ccccc2c1NNC(N)=S	91	72	98	85	96	91	95	108	99
COc1ccc2c(c1)C(=O)/C(=C/c1ccccn1)CC2	98	96	74	86	98	17	89	99	88
CN1CCN(Cc2ccc(NC(=O)c3cncc(C#Cc4cnc5ccc(OCC(C)(C)O)nn45)c3)cc2C(F)(F)F)CC1	-74*	-64*	-58*	-17*	-13*	-35*	34	-23*	-70*
O=C(c1ccc(Cl)cc1)c1cccc(O)c1	107	95	115	123	94	101	109	114	125
OCCN(CCO)C(=S)S	112	103	102	111	127	101	105	103	114
CCOC(=O)n1cc(-c2nonc2-c2cn(C)c3ccc(OC)cc23)c2cc(F)ccc21	81	78	76	73	81	74	82	67	91
NC(=O)C12C(=O)NC(=O)C1(C(=O)O)C21CCCC1 (centres undefined)	117	110	109	106	116	111	114	104	115
O=C(Nc1ccc(-n2ccc3c(NC(=O)c4ccccc4)ncnc32)cc1)Nc1ccc(Cl)c(Cl)c1	-30*	17	19	-2.2*	68	-12*	53	21	18
O=C(O)CC1SC(=NNc2ncnc3ccccc23)N(c2ccccc2)C1=O (centres undefined)	110	106	/	100	103	95	109	98	119
COc1ccc(-c2cc(-c3ccc(Nc4nc(Nc5ccc(Cl)cc5)nc(Nc5ccc(Cl)cc5)n4)cc3)no2)cc1	75	110	66	64	127	85	82	79	80
COc1ccc2c(c1)OC(N)=C(C#N)C2c1ccc(F)cc1 (centres undefined)	16	81	50	53	17	-10*	26	56	31
CC(CCCCl)CNC(C)C (centres undefined)	111	104	111	100	100	/	106	86	113
